MEP2 TOR yeast: alters MEP2-GFP fluorescence in TOR pathway yeast screen | S. cerevisiae MEP2-GFP strain, flow cytometry GFP, 3 h; 100% = DMSO control level | GFP response vs DMSO, % at 10 µM | 0.51% of 330,000 active;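 active = GFP response versus DMSO above a set limit, roughly screen mean plus 3 SD, cut at about 180% in these data; inconclusive = fewer than 70 cells counted for a yeast strain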;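 note: median GFP fluorescence of the barcode-gated MEP2-GFP cells per well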
LAP4 TOR yeast: alters LAP4-GFP fluorescence in TOR pathway yeast screen; S. cerevisiae LAP4-GFP multiplex, flow cytometry GFP, 3 h; median GFP as percent of DMSO wells; GFP response vs DMSO, % at 10 µM; 0.34% of 320,000 active;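 active = GFP response vs DMSO above a set limit, about the screen mean plus 3 SD, cut at about 150% in these data; inconclusive = under 70 cell events counted for the yeast strain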
VLA-4 inh: inhibition in a human VLA-4 binding assay | VLA-4 expressing cells, ligand binding flow cytometry | inhibition, % (about 7 µM as worked out from the volumes in the protocol) | 0.2% of 330,000 active | AID 2557; in the data active = inhibition above about 50%
AGP1-GFP MLPCN: alters AGP1-GFP fluorescence in TOR pathway yeast screen | 0.02% of 320,000 active | AID 2066 | GFP response vs DMSO, % at 10 µM | S. cerevisiae AGP1-GFP multiplex flow cytometry, 3 h; GFP as percent of DMSO wells;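 active = GFP response relative to DMSO above a set limit, near screen average plus 3 SD, cut at about 150% in these data; inconclusive = fewer than 70 cells counted for the yeast strain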;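 note: median GFP channel fluorescence of the gated AGP1 strain per well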
RPL19A-GFP yeast: alters RPL19A-GFP fluorescence in TOR pathway yeast screen; S. cerevisiae RPL19A-GFP strain, flow cytometry, 3 h; stronger effect = lower value; percent response vs DMSO, % at 10 µM; 0.3% of 330,000 active; AID 2025;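 active = percent response vs DMSO below 50%; inconclusive = fewer than 70 events counted for the yeast strain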;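 note: median channel GFP fluorescence of the barcoded RPL19A-GFP strain; ratio of sample median GFP to plate DMSO average so 100% = DMSO; lower means less RPL19A-GFP as with rapamycin TOR inhibition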
GASC-1 inh: inhibitors of human GASC-1 (JMJD2C) demethylase | GST-JMJD2C(1-420) H3K9me3 demethylation, DELFIA europium | AID 2099 | inhibition, % at 2.35 µM | Q9H3R0 | 0.069% of 330,000 active;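 active = more than half of a compound's replicate wells show inhibition beyond 50%, single wells judged on their own value; inconclusive = some, but no more than half, of replicates pass 50% inhibition; inactive = no replicate passes 50% inhibition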;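 note: signal counts dimethyl H3K9 product captured on neutravidin plate; 0% = median of DMSO wells and 100% = 0.3 times that DMSO median; strong numbers were not always called active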
Target sequence (Q9H3R0 1-420 limits assumed): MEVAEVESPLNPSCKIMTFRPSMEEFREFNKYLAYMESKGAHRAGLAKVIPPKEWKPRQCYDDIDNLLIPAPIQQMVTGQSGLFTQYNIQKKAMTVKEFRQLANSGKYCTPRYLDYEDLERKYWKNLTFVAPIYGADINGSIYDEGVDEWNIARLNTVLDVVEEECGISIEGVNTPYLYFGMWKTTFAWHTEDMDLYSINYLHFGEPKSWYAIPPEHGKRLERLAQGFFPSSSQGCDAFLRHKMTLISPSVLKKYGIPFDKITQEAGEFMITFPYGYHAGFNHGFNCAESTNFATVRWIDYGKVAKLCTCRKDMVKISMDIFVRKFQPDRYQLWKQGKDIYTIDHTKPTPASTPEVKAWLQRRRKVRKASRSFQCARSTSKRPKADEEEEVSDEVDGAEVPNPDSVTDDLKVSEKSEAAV
CIT2-GFP yeast: modulators of TOR pathway CIT2-GFP in S. cerevisiae | S. cerevisiae CIT2-GFP strain, flow cytometry, 3 h; 100 means same as DMSO wells | GFP response vs DMSO, % at 10 µM | 0.065% of 320,000 active;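 active = GFP response relative to DMSO above a set limit, near the screen mean plus 3 SD, cut at about 150% in these data; inconclusive = Fewer than 70 cells measured for a yeast strain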;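 note: ratio of well median GFP fluorescence to mean of DMSO wells on the plate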
GRK2 aptamer HTS: human GRK2 inhibition via aptamer displacement; P25098; bead flow cytometry, FAM-aptamer displacement from GRK2; inhibition of aptamer binding, % at 10 µM; 0.59% of 330,000 active;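 active = inhibition of aptamer binding above 40%, roughly 3 SD of noise, on plates passing a quality check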;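 note: median bead fluorescence of bound FAM aptamer so fluorescent compounds give negative values; no value below 0 was filed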
Target sequence (P25098 whole entry, looked up): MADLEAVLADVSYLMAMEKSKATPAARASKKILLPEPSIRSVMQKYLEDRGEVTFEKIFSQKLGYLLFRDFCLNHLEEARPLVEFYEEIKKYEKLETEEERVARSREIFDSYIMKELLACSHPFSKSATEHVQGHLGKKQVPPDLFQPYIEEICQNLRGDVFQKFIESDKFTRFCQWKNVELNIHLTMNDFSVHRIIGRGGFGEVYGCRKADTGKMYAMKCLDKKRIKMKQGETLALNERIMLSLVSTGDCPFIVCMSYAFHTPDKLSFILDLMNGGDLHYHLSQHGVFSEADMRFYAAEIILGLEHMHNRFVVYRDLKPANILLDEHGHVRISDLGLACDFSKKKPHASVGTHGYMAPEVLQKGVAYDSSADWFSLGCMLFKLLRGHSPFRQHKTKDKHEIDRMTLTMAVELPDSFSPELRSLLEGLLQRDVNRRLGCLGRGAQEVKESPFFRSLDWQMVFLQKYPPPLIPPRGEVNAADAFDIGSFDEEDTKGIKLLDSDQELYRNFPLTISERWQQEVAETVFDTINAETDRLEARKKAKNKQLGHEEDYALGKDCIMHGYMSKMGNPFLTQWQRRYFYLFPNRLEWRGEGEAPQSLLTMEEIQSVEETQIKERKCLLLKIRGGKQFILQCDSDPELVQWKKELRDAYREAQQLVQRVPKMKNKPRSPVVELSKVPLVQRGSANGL
* marks the source's active call; other numbers are inactive results; u = inconclusive; x = no result given; [ ] = another dose, or the depositor's remark.

SMILES | MEP2 TOR yeast | LAP4 TOR yeast | VLA-4 inh | AGP1-GFP MLPCN | RPL19A-GFP yeast | GASC-1 inh | CIT2-GFP yeast | GRK2 aptamer HTS
CCCCCCSc1ccc([C@@H]2[C@H]3C(=O)N(C)C(=O)[C@H]3[C@]3(C(=O)OC)CCCCN23)cc1 | 106 | 99 | -3 | 95 | 101 | -16 | 98 | 0
O=C(CSc1nnc(-c2ccccc2F)o1)NC1CCCCC1 | 103 | 96 | -15 | 101 | 100 | 18 | 100 | 2
Cc1ccccc1NC(=S)NCc1cccn1C | 87 | 77 | -5 | 84 | 97 | -12 | 84 | 0
COc1cccc(N2CCN(C(=O)c3ccc(N4C(=O)NC5CC4(C)Oc4ccccc45)cc3)CC2)c1 (centres undefined) | 110 | 102 | -12 | 102 | 102 | 17 | 99 | 0
CC(C)C(=O)NC(NCC1CCCO1)C(Cl)(Cl)Cl (centres undefined) | 107 | 98 | -1 | 104 | 100 | -16 | 101 | 0
COc1ccccc1C(=O)NC(=O)COC(=O)c1ccc(C)o1 | 104 | 109 | -10 | 108 | 103 | 15 | 102 | 4
Cc1cc(C)n2nc(SCC(=O)Nc3ccc(S(=O)(=O)N(C)C)cc3)nc2n1 | 105 | 106 | 19 | 109 | 104 | 1 | 108 | 0
O=C(COc1ccccc1)Nc1nc2cc3c(cc2s1)OCO3 | 99 | 105 | -20 | 100 | 94 | -13 | 92 | 4
CCCCNC(=O)CCn1ccc2cc(S(=O)(=O)N3CCCC3)ccc21 | 96 | 91 | 5 | 99 | 98 | -10 | 95 | 0
CC(C)=CC[N+]1(C)CCCCC1 | 105 | 91 | -5 | 102 | 107 | -4 | 111 | 1
COc1ccc(NC(=O)N2CCCC(c3nc(-c4ccc(C(C)C)cc4)no3)C2)cc1 (centres undefined) | 105 | 99 | 5 | 104 | 97 | -12 | 94 | 1
COc1cc(OC)cc(-c2c(-c3ccc(F)cc3)c3cc(-c4ccc(SC)cc4)ccc3n2C)c1 | 107 | 107 | 1 | 116 | 106 | x | 110 | 0
COCCn1nnnc1C(c1cc2ccc(OC)cc2[nH]c1=O)N1CCc2ccccc2C1 (centres undefined) | 103 | 99 | -27 | 106 | 103 | -6 | 108 | 0
CN(Cc1ccccc1)C(=C(Cl)Cl)/C(=C1/NCCN1C)[N+](=O)[O-] | 96 | 97 | 5 | 103 | 99 | -4 | 99 | 1
CC(C)=C1C2CCC1C1C(=O)N(CCc3ccccc3)C(=O)C21 (centres undefined) | 105 | 94 | 0 | 97 | 98 | 3 | 95 | 1
COc1ccc(NC(=O)N(Cc2cc3ccc(OC)cc3[nH]c2=O)CC2CCCO2)cc1 (centres undefined) | 100 | 106 | 6 | 103 | 99 | -8 | 94 | 4
Cc1cccc(C(C(=O)NC2CCCC2)N(Cc2cccnc2)C(=O)c2csnn2)c1 (centres undefined) | 107 | 112 | -5 | 103 | 108 | 12 | 104 | 3
COc1ccccc1C(=O)NC(=O)Nc1nc(-c2ccccc2)cc(C(F)(F)F)n1 | 103 | 104 | -297 | 97 | 99 | -9 | 95 | 1
CCOc1ccccc1N | 100 | 94 | 0 | 97 | 99 | -7 | 89 | 1
Cc1nnc(N/N=C/c2c[nH]c3ccccc23)[nH]c1=O | 95 | 103 | 9 | 105 | 101 | 9 | 100 | 0

4 structures out of the list, ordered by formula weight, smallest number first:
SMILES | MEP2 TOR yeast | LAP4 TOR yeast | VLA-4 inh | AGP1-GFP MLPCN | RPL19A-GFP yeast | GASC-1 inh | CIT2-GFP yeast | GRK2 aptamer HTS
CC(C)=CC[N+]1(C)CCCCC1 | 105 | 91 | -5 | 102 | 107 | -4 | 111 | 1
Cc1ccccc1NC(=S)NCc1cccn1C | 87 | 77 | -5 | 84 | 97 | -12 | 84 | 0
COc1ccccc1C(=O)NC(=O)Nc1nc(-c2ccccc2)cc(C(F)(F)F)n1 | 103 | 104 | -297 | 97 | 99 | -9 | 95 | 1
COc1ccc(NC(=O)N(Cc2cc3ccc(OC)cc3[nH]c2=O)CC2CCCO2)cc1 (centres undefined) | 100 | 106 | 6 | 103 | 99 | -8 | 94 | 4

(list continues)
SMILES | MEP2 TOR yeast | LAP4 TOR yeast | VLA-4 inh | AGP1-GFP MLPCN | RPL19A-GFP yeast | GASC-1 inh | CIT2-GFP yeast | GRK2 aptamer HTS
O=C(CSCCO)Nc1ccccc1 | 97 | 100 | 14 | 96 | 97 | 10 | 95 | 0
CN(C(=O)c1ccc(OC2CCN(CCc3ccccc3)CC2)cc1)C1CCCCC1 | 103 | 110 | -17 | 98 | 110 | -3 | 106 | 0
O=C(C1CCCN(S(=O)(=O)c2cc(Cl)ccc2Cl)C1)N1CCOCC1 (centres undefined) | 106 | 87 | 6 | 100 | 107 | -7 | x | 0
O=C(NCc1ccccc1)N(Cc1cc2cc3c(cc2[nH]c1=O)OCO3)CC1CCCO1 (centres undefined) | 107 | 103 | 5 | 100 | 104 | -2 | 103 | 1
COC(=O)Cn1c(C)c(/C=C/c2cc[n+](C)cc2)c2ccccc21 | 163 | 138 | -126 | 117 | 111 | -16 | 144 | 0
CCOC(=O)N1CCC(NC(=O)c2oc3c(C)c(C)ccc3c2C)CC1 | 119 | 121 | 7 | 114 | 78 | 2 | 121 | 0
COc1ccc(OC)c2nc(-c3ccncc3)ccc12 | 106 | 95 | 1 | 106 | 106 | -12 | 103 | 0
NC(=NCCc1ccccc1)NS(=O)(=O)c1ccc(F)cc1 | 105 | 95 | 11 | 95 | 102 | -11 | 95 | 1
Cc1cc(Cl)nc(-c2ccccc2)n1 | 97 | 112 | 26 | 91 | 96 | -3 | 93 | 1
CCc1nc2ccccc2c(C(=O)OC2CCCCC2=O)c1C (centres undefined) | 106 | 96 | 20 | 98 | 98 | -14 | 90 | 2

An excerpt from above, showing only RPL19A-GFP yeast, VLA-4 inh and MEP2 TOR yeast:
compound,RPL19A-GFP yeast,VLA-4 inh,MEP2 TOR yeast
O=C(C1CCCN(S(=O)(=O)c2cc(Cl)ccc2Cl)C1)N1CCOCC1 (centres undefined),107,6,106
O=C(NCc1ccccc1)N(Cc1cc2cc3c(cc2[nH]c1=O)OCO3)CC1CCCO1 (centres undefined),104,5,107
COC(=O)Cn1c(C)c(/C=C/c2cc[n+](C)cc2)c2ccccc21,111,-126,163

(next part)
SMILES | MEP2 TOR yeast | LAP4 TOR yeast | VLA-4 inh | AGP1-GFP MLPCN | RPL19A-GFP yeast | GASC-1 inh | CIT2-GFP yeast | GRK2 aptamer HTS
CCCCCCCC[n+]1cccc(C(=O)N2c3c(nc(N)[nH]c3=O)NC(C)C2C)c1 (centres undefined) | 96 | 97 | 10 | 98 | 99 | -5 | 90 | 0
O=C(CNc1cc(S(=O)(=O)N2CCOCC2)ccc1NCC1CCCO1)Nc1ccc(F)c(F)c1 (centres undefined) | 97 | 97 | -9 | 101 | 95 | 11 | 109 | 0
O=C(c1cc(COc2ccc3ncccc3c2)on1)N1CCCC1 | 70[may fluoresce violet] | 78[may fluoresce violet] | -5 | 81[may fluoresce violet] | 89[may fluoresce violet] | 4 | u | 0
COc1ccc(C(C)C)cc1S(=O)(=O)N1CCC(C(=O)NCc2cccnc2)CC1 | 103 | 94 | -9 | 101 | 107 | 1 | 101 | 1
CCOC(=O)N1CCC(NC(=O)Cn2cccc2C(=O)c2ccccc2)CC1 | 103 | 101 | 13 | 103 | 101 | -14 | 106 | 0
COc1ccc(CN(C)C(=O)c2cccc(C(=O)N(C)Cc3ccc(OC)cc3)c2)cc1 | 105 | 97 | 9 | 98 | 105 | -6 | 102 | 0
Cc1ccc(S(=O)(=O)NCc2ccco2)cc1C(N)=O | 95 | 99 | 2 | 98 | 94 | u | 92 | 10
NS(=O)(=O)OCCCc1ccc(C(F)(F)F)cc1 | 94 | 106 | 22 | 72 | 92 | 1 | 65 | 2
COc1cccc(/C=C2\CCCCC2=O)c1 | 426*[may fluoresce violet] | 75[may fluoresce violet] | 3 | u | 43*[may fluoresce violet] | -3 | u | 6
CCC(=O)N1c2ccc(S(=O)(=O)N3CCN(C)CC3)cc2CC1C (centres undefined) | 118 | 119 | 5 | 110 | 99 | -10 | 100 | 2
Cc1noc(C)c1C(=O)OCC(=O)Nc1cc(S(=O)(=O)N2CCOCC2)ccc1Cl | 99 | 88 | -12 | 100 | 96 | 0 | 98 | 0
O=C(NNc1cc(Cl)ccc1Cl)c1c(F)cccc1Cl | 98 | x | 11 | x | 96 | -4 | x | 0
Cc1cc(=O)oc2c(C(=O)c3ccccc3)c(OCC(N)=O)ccc12 | 103 | 118 | -20 | 114 | 103 | -3 | 102 | 1
O=C(NC1CCCC1)C1CCCN1C(=O)Nc1ccc(Cl)cc1 (centres undefined) | 128 | 144 | 4 | 104 | 105 | -10 | 113 | 1
NC(=O)C1(N2CCCCC2)CCN(C(=O)c2ccc(C#CC3(O)CCCCC3)cc2)CC1 | 97 | 93 | 9 | 101 | 98 | -2 | 99 | 0
COc1ccc(NC(=O)CCNC(=O)Cn2ccc3ccccc3c2=O)c(OC)c1 | 106 | 103 | 0 | 105 | 98 | -2 | 103 | 1
Cc1ccc(NC(=S)N(CCN(C)C)C(C)c2cccnc2)c(C)c1 (centres undefined) | 98 | 99 | -9 | 103 | 98 | 3 | 97 | 1
CC1(C)CC(=O)C2=C(C1)OC(N)=C(C#N)C21C(=O)N(Cc2ccccc2Cl)c2ccccc21 (centres undefined) | 97 | 98 | 21 | 105 | 102 | -2 | 98 | 2
O=C1Cc2ccccc2C(=O)N1Cc1cccc(Cl)c1 | 102 | 96 | -7 | 90 | 104 | -3 | 96 | 3
O=C(O)CC(Cc1ccc(Br)cc1)C(=O)O (centres undefined) | 107 | 100 | -34 | 102 | 100 | -5 | 115 | 6
Cc1cccc(C)c1NC(=O)CNC(=O)C(C)NC(C)c1ccccc1Br (centres undefined) | 99 | 98 | 9 | 102 | 98 | -6 | 112 | 0
COC(=O)c1cccc(NC(=O)CN2CCOCC2)c1 | 100 | 93 | -3 | 99 | 98 | 1 | 97 | 0
Cc1ccc2c(c1)NC(=O)C(CC(=O)NCCCN1CCCC1=O)O2 (centres undefined) | 106 | 104 | 9 | 104 | 102 | 1 | 95 | 0
Cc1ccc(OCCC(=O)OCC(=O)Nc2ccc3c(c2)OCCO3)cc1 | 88 | 98 | 21 | 95 | 86 | 0 | 89 | 0
O=C1Nc2ccccc2C1=Nc1cccc([N+](=O)[O-])c1 | 102 | 100 | -12 | 100 | 103 | 0 | 108 | 3
Cc1cc(C(=O)CN2C(=O)NC3(CCCc4ccccc43)C2=O)c(C)n1C (centres undefined) | 96 | 95 | 13 | 95 | 92 | -12 | 110 | 3
CCCCC(=O)Nc1cccc(C(=O)Nc2ccccc2C(=O)O)c1 | 105 | 98 | -7 | 101 | 93 | 3 | 103 | 1
COc1ccc(C(=O)NCCCCCC(=O)N/N=C/c2ccco2)cc1OC | 105 | 99 | 9 | 105 | 103 | 1 | 104 | 2
Cc1ccsc1-c1nc(CN2C[C@@H](C)O[C@@H](C)C2)c(C)o1 | 101 | 97 | -2 | 97 | 95 | 3 | 97 | 0
Nc1nc2n(n1)C(c1cccs1)CC(c1ccc(Br)cc1)N2 (centres undefined) | 91 | 90 | 7 | 93 | 93 | -3 | 91 | 1

Screening results: PubChem BioAssay, several laboratories

Hits appear at their usual frequency; about 1.7% have a hit in one of these screens.
